# Assay outcomes from PubChem BioAssay.
# uPA surface inh – inhibitors of cell surface uPA generation. cell surface uPA generation assay, qHTS. Potency, µM (highest dose often 38.3 µM), without a hit: at the highest dose activity change, negative = inhibition, actives largely listed as inhibitors. 330,000 compounds, 0.31% hits. AID 540303; active = well fitted inhibition curve with a large enough effect; inconclusive = small, poorly fitted or top-dose-only effect; inactive = no such curve, though single readings can be large or run the other way; tested in mouse RAW 264.7 cells; also: potency is read from the fitted curve at half-maximal effect; % is scaled to controls: 0 for no effect and ±100 for the full control effect; nearly all actives have a fitted effect of over 55% in size
# B2AR arrestin – recruits beta-arrestin to the human beta2-adrenergic receptor; P07550; beta-arrestin recruitment to beta2AR, cell-based reporter; Potency, µM (doses to about 46.1 µM), for inactives: at the highest dose activation, most hits filed as activators; 330,000 compounds, 0.02% hits;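 also: potency is read from the fitted curve at half-maximal effect; 0% = DMSO controls and full agonism = EC100 isoproterenol or metaproterenol; nearly all actives have a fitted effect of over 65% in size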
# ELG1 genotox – genotoxicity induction in ELG1-luciferase HEK293T cells; HEK293T ELG1-luciferase reporter, luminescence, 16 h; Potency, µM (titrated, usually from 46 µM), without a hit: at the highest dose activity change, positive = activation, hits mostly activators; 330,000 compounds, 1.3% hits; also: potency is read from the fitted curve at half-maximal effect; % of control where 0% means no effect; nearly all actives have a fitted effect of over 60% in size
#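 Quantitative HTS format in 1536-well plates. HEK293T ELG1-luciferase reporter cells receive test compound and are incubated 16 hr at 37 °C, 5% CO2; ONE-Glo added, 30 min room temperature, then luminescence read.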
# BRCA1 expr act – activators of BRCA1 expression; Potency, µM (top dose mostly 46.1 µM), for the others: top-dose activation, hits mostly activators; MCF7-BRCA1-FFLuc reporter, luminescence, 48 h; response scale: scaled: vehicle 0%, 10 µM genistein 100%; 380,000 compounds, 1.1% hits; AID 624202; also: potency is read from the fitted curve at half-maximal effect; nearly all actives have a fitted effect of over 80% in size; some results filed as inactive show a strong effect at the top dose
#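 Quantitative HTS in MCF7 cells stably reporting BRCA1 expression via firefly luciferase. Compound treatment lasts 48 h at 37 °C in phenol-red free MEM. Activation is expressed relative to genistein at 10 microM and DMSO.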
# p53 reactivation – re-activators of mutant p53; H1299 p53-A138V BP100-luciferase reporter, luminescence, 24 h; Potency, µM (highest dose often 92.2 µM), without a hit: top-dose activity change, positive = activation, actives largely listed as activators; 320,000 compounds, 0.063% hits; AID 504706; also: potency is read from the fitted curve at half-maximal effect; % of control where 0% means no effect; nearly all actives have a fitted effect of over 45% in size
#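 H1299 (p53-null), stable ts p53-A138V + BP100-Luc; 1000 cells/well, Opti-MEM/10% FBS; cpd 4 pt, 1:5; 24 h, 37 deg C, 5% CO2; detection reagent 10 min RT; luminescence.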
# Integrin act MD – activators of alpha7 integrin expression for muscular dystrophy; AID 624291; Potency, µM (highest dose often 38.3 µM), without a hit: at the top dose activation, most hits filed as activators; alpha7betagal myoblasts, beta-gal FDG fluorescence, 48 h; 350,000 compounds, 0.064% hits;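 also: potency is read from the fitted curve at half-maximal effect; 100% = response of the positive control SU9516; nearly all actives have a fitted effect of over 60% in size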
#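 Alpha7betagal+/- myoblasts (passage 13) were plated 16-24 hr, then exposed to compounds (1:260 dilution of DMSO stock) for 48 hours at 37C. After MPER lysis, β-galactosidase reporter activity was read as FDG fluorescence (ex 480/em 540) after 30 minutes.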
# S-ASM inh – inhibitors of human secretory acid sphingomyelinase; P17405; placental ASM, HMU-PC fluorogenic substrate, 60 min; Potency, µM (titrated, usually from 57.5 µM), for the others: at the highest dose activity change, negative = inhibition, actives largely listed as inhibitors; 340,000 compounds, 0.006% hits; AID 504937; also: potency is read from the fitted curve at half-maximal effect
#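 Fluorogenic HMU-PC substrate (9 uM final) is turned over by placental ASM in 60 min at 37 C after a 10 min compound preincubation. Reaction ended by alkaline stop (pH 10), with fluorescence read at 386/447 nm.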
# TSG101-PTAP inh – blocks PTAP/TSG101 interaction to inhibit HIV-1 budding | 340,000 tested, under 10 active | Q99816 | Fluorescence polarization, FITC-PTAP peptide / Tsg101 binding | Potency, µM (doses to about 115 µM), without a hit: at the top dose activity change, negative = inhibition, most hits filed as inhibitors | AID 493005; active = well fitted inhibition curve with a large enough effect in the main read-out, with a control signal flat, not every such curve was filed as active; inconclusive = small, poorly fitted or top-dose-only effect, or effect the other way, or a change in a side signal; inactive = no such curve, though single readings can be large or run the other way; also: potency is read from the fitted curve at half-maximal effect; % of control where 0% means no effect
# Target sequence (Q99816 whole entry, looked up): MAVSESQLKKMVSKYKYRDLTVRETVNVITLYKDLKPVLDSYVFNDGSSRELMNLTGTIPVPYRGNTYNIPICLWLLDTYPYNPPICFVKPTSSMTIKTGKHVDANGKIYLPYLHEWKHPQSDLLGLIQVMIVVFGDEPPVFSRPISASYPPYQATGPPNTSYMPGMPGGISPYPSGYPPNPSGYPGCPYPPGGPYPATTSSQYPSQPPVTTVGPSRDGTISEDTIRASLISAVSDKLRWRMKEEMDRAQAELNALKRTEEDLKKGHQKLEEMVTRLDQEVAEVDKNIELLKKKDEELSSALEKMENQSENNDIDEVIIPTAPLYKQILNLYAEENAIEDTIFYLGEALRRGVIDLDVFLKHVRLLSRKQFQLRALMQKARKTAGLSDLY
#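 Tsg101 binding domain (10 uM final) was mixed with compound and a FITC-labeled PTAP peptide (50 nM final) in HEPES pH 7.5 buffer with NaCl, Tween 20, EDTA and TCEP; fluorescence polarization was read after 20 min at r.t.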
# TRPV1 agonist – agonists of human vanilloid receptor 1 (TRPV1); activation, % at 8.33 µM; TRPV1-expressing cells, Fluo-8 calcium influx, agonist mode; Q8NER1; AID 540275; 320,000 compounds, 0.19% hits; in the data active = activation above about 80%; inconclusive = between about 30% and that limit; also: 0% is about no effect
#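 Fluo-8 calcium influx in TRPV1-expressing cells, kinetic read (ex 480/em 520 nm). Compound added and read 3 min for agonist activity, followed by capsaicin at EC20 final and 2 min further read for enhancement.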
# USP2a inh – USP2a (human) protease inhibition | O75604 | USP2 core, Ub-CHOP2 coupled fluorogenic reporter, 485/531 | Potency, µM (doses to about 38.3 µM), without a hit: at the highest dose activity change, negative = inhibition, hits mostly inhibitors | 330,000 compounds, 0.01% hits | AID 463254;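 also: potency is read from the fitted curve at half-maximal effect; plate controls were DMSO wells for no effect and full inhibition by NEM control for full effect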
#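 Deubiquitinase activity read as fluorescence (485/531 nm) after Ub-CHOP2 cleavage activates the enterokinase reporter on its substrate; USP2 core 10nM, Ub-CHOP2 and substrate 25nM each, 30min compound preincubation then 60min RT; data normalized to NEM, curves fitted.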
# Eya2 phos inh – inhibitors of human Eya2 phosphatase activity; O00167; recombinant Eya2, OMFP fluorescence dephosphorylation (OMFP is methylfluorescein phosphate); Potency, µM (highest dose often 76.9 µM), for inactives: at the top dose activity, negative = inhibition, hits mostly inhibitors; 330,000 compounds, 0.006% hits; also: potency is read from the fitted curve at half-maximal effect; % is scaled to controls: 0 for no effect and ±100 for the full control effect
# Target sequence (O00167 whole entry, looked up): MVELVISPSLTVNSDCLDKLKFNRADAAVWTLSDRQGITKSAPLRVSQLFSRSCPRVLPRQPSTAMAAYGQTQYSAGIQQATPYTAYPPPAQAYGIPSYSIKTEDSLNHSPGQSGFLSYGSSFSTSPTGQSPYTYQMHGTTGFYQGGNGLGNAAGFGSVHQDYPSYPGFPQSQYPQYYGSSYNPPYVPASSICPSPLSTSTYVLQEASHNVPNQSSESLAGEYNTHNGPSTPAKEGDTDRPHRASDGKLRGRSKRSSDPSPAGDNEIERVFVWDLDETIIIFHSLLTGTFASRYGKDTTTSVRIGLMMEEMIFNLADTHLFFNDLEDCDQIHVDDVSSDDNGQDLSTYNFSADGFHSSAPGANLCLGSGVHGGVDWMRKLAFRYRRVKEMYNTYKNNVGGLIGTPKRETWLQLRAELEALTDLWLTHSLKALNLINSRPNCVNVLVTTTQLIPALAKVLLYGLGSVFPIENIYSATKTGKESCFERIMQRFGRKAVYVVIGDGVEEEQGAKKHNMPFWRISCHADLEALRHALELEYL
#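 Eya2 protein (added as 0.2 uM solution) was preincubated with compound for 10 min at ambient temperature in 50 mM HEPES pH 7.5, 50 mM NaCl, 5 uM MgCl2, 0.05% BSA, 1 mM DTT. OMFP (added at 50 uM) then reacted 10 min; fluorescence read at 485/525 nm.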
# * marks the source's active call; other numbers are inactive results; ? = inconclusive; . = no result given; [ ] = another dose, or the depositor's remark. Unless noted, calls follow the shape of the dose curve; as a rule, active = well fitted curve in the direction sought with a large enough effect; inconclusive = small, poorly fitted or top-dose-only effect, or another doubt; inactive = no such curve, though single readings can be large; an effect the other way counts as inactive or inconclusive.
smiles,uPA surface inh,B2AR arrestin,ELG1 genotox,BRCA1 expr act,p53 reactivation,Integrin act MD,S-ASM inh,TSG101-PTAP inh,TRPV1 agonist,USP2a inh,Eya2 phos inh
CCOc1cc(/C=N/NC(N)=O)cc(Br)c1OCc1ccccc1F,0%,-1.3%,0%,-38%,-10%,-19%,-19%,-5%,3,4%,-7%
O=C1CCCC(NCCCCCCNC2=C([N+](=O)[O-])C(=O)CCC2)=C1[N+](=O)[O-],-1%,-0.1%,1%,-15%,-3%,17%,2%,-1%,-3,-4%,7%
COc1ccc(CC(NC(C)=O)C(=O)NC2CCN(c3c(Cc4ccccc4)c(C)nc4ncnn34)CC2)cc1OC (stereo not drawn),.,0.3%,1%,.,-15%,.,.,.,0,4%,-9%
N#Cc1c(N2CCCCC2)nc(N)c2c(N)nc3c(c12)CC(c1ccccc1)O3 (stereo not drawn),0%,0.4%,-5%,-35%,-1%,-5%,130%[activator],-3%,30,0%,-3%
Cc1cc(NC(=O)CCCn2nc(C)c([N+](=O)[O-])c2C)no1,1%,0.1%,-1%,-1%,1%,?,1%,-4%,0,2%,17%
Cc1oc(-c2ccc(Cl)cc2)cc1C(=O)O,-2%,-0.5%,12%,?,-5%,-14%,-4%,-5%,5,0%,-7%
O=c1c([N+](=O)[O-])cc(C(F)(F)F)cn1Cc1c(Cl)cccc1Cl,-6%,-0.3%,0%,1%,9%,-20%,0%,-1%,.,0%,1%
CN1CCN(Cc2ccc(OCc3ccccc3)cc2)CC1,.,0.5%,?,14%,?,-12%[7.66 µM],0%,-7%,1,-1%,-7%
CCC(CC)C(=O)Nc1cccc(C(=O)Nc2ccc(S(N)(=O)=O)cc2)c1,1%,3.6%,0%,5%,-2%,9%,-2%,-6%,-1,1%,-2%
Cc1ccn2c(=O)nc(SCC(=O)N3CCC(Cc4ccccc4)CC3)nc2c1,-2%,-0.9%,0%,-5%,-6%,2%,-3%,-3%,-4,1%,8%
FC(F)(F)c1ccccc1NC(=S)N1CCCCCC1,5%,-0.3%,2%,30%,-5%,-13%,4%,-4%,1,2%,0%
Cc1ccc(OCCNC(=O)CCNS(=O)(=O)c2ccc3ccccc3c2)cc1,-11%,0.0%,-3%,-17%,-4%,-46%[inhibitor],-14%,-3%,2,-16%,2%
CCc1noc(C)c1C(=O)N1CCCC1,5%,-0.1%,-4%,6%,6%,5%,7%,.,-3,1%,10%
COc1ccc(-c2nnc3sc(-c4cccs4)nn23)cc1OC,-3%,-0.1%,3%,56%,6%,12%,-1%,-6%,0,-1%,8%
O=C(CSc1nnc(Cc2ccsc2)o1)c1ccccc1,0%,-0.3%,7%,52%,8%,14%,-2%,-1%,12,1%,-7%
CC(=O)c1ccc(C(=O)N2CCC(CO)(Cc3cccc(C(F)(F)F)c3)CC2)cc1,2%,-0.4%,-8%,-9%,-3%,-23%,-2%,-6%,0,0%,-11%
CCCCOC(=O)CCn1[nH]c(=O)c2ccccc2c1=O,.,-1.1%,0%,0%,1%,-4%,-2%,-1%,1,3%,13%[15.4 µM]
Cc1[nH]c2ccccc2c1C(=O)C(=O)NCCCn1ccnc1,5%,0.1%,-7%,-10%,1%,-6%,-3%,-5%,4,7%,3%
O=C(/C=C/c1cc(Br)ccc1F)OCC(=O)N1CCCC1,5%,-0.5%,0%,0%,-1%,-28%,2%,0%,13,2%,12%
O=C(COC(=O)COc1ccc(Cl)cc1)NC1CCCC1,-4%,-0.9%,0%,10%,-2%,?,4%,-7%,4,0%,-6%
Cc1ccc(-n2c(Cc3cccc4ccccc34)n[nH]c2=S)c(C)c1,-15%,3.2%,-2%,-10%,-2%,11%,-8%,-2%,3,-1%,3%
CCOc1cc(CNCC(O)c2ccccc2)cc(Cl)c1OC (stereo not drawn),0%,-0.6%,-8%,1%,-1%,25%,4%,-4%,9,2%,-4%
COc1ccccc1C1CC(c2cccc(NS(C)(=O)=O)c2)=NN1S(=O)(=O)c1ccccc1 (stereo not drawn),19%,1.3%,0%,-3%,.,8%,-5%,6%,12,-1%,-4%
COc1ccc(-c2cnc(N)nc2-c2ccc(OC)cc2)cc1,7%,-0.9%,-12%,9%,-9%,-31%,10%,-1%,10,0%,-10%
Cc1cc(C)cc(NC(=O)NNC(=O)c2cc3occc3[nH]2)c1,-4%,-0.9%,8%,2%,-5%,21%,1%,2%,-5,1%,5%
CCOC(=O)c1c(C#N)cnn1-c1ccc(C)cc1,0%,0.0%,0%,6%,12%,11%,0%,4%,2,-2%,8%
Cc1ccccc1OCCCC(=O)Nc1ccc2c(c1)OCO2,.,0.0%,?,0%,6%,17%,-3%,0%,?,0%,0%
CCOc1ccc(CN2CCC(C(=O)N3CCN(c4ccccc4F)CC3)CC2)cc1OC,-5%,-0.2%,1%,-40%,0%,-62%[inhibitor],3%,-6%,3,0%,-2%
Cc1ccc(C(=O)CCC(=O)NN2C(=O)NC3(CCCCC3)C2=O)cc1,-1%,0.1%,4%,8%,3%,0%,2%,0%,10,0%,-8%
COc1ccc(CCNC(=O)c2nnc(Cc3c(F)cccc3Cl)o2)cc1OC,0%,0.1%,-7%,-16%,-2%,-24%,0%,-12%,4,-3%,0%
Nc1nc(SCC(=O)N2CCN(c3ccc(F)cc3)CC2)n[nH]1,9%,-0.2%,2%,-19%,12%,15%,2%,0%,-1,2%,-4%
COc1ccc(OCC(O)CNC(=O)c2ccc(C)cc2)cc1 (stereo not drawn),-4%,-0.3%,1%,-2%,-3%,8%,2%,-2%,.,0%,6%
CCCCC1CCC(C(=O)N2CCOCC2)CC1 (stereo not drawn),-2%,-0.2%,-4%,-3%,-9%,-4%,1%,-2%,?,1%,4%
Cc1cccc(NC(=S)N2CCN(Cc3ccccc3)CC2)c1C,-2%,-0.4%,3%,-6%,-6%,-25%,6%,-3%,18,-4%,1%
COCCNC(=O)c1ccccc1NC(=O)c1ccc(OC)c(OC)c1,5%,0.4%,-4%,4%,-7%,6%,-2%,-2%,0,0%,7%[15.4 µM]
O=C(c1cc2ccccc2oc1=O)N(c1ccc(Cl)cc1)C1C=CS(=O)(=O)C1 (stereo not drawn),-1%,-0.5%,0%,-38%,28%,-42%,2%,-2%,2,1%,6%
CCn1cc(/C=C(\NC(=O)c2ccc(OC)c(OC)c2)C(=O)NCCN2CCOCC2)c2ccccc21,3%,-0.9%,-1%,-16%,-4%,11%,-6%,-9%,-3,0%,10%
Cc1nc2ccccc2nc1CSc1nncs1,-4%,-0.8%,-3%,-6%,7%,1%,-2%,-1%,-3,-1%,16%
COc1ccc(CCNC(=O)c2ccccc2SC)cc1,6%,-0.2%,1%,25%,-2%,-8%,4%,-1%,0,4%,-29%
O=C(COC(=O)C1CCC1)NC(=O)c1ccccc1,1%,0.6%,-4%,-23%,-6%,3%,1%,-1%,-3,-2%,12%
COc1ccc(C(CCNCc2ccc(OC)c(OC)c2)c2ccc(F)cc2)cc1 (stereo not drawn),2%,0.2%,-14%,-10%,0%,-32%,1%,-2%,4,8%,?
COc1ccc(OC)c(-c2csc(NC(=O)C3c4ccccc4Oc4ccccc43)n2)c1,0%,3.9%,-3%,-34%,-1%,?,-1%,1%,-2,5%,2%
COCCCn1c(=O)c2ccccc2n(CC(=O)NCCC2=CCCCC2)c1=O,13%,-0.2%,-14%,-11%,0%,-39%[inhibitor],0%,-1%,0,12%,-3%
COc1cccc(CNC(C)(C)CO)c1OCc1ccc(Cl)cc1,-5%,0.1%,-8%,11%,0%,-6%,-4%,-2%,4,4%,2%
c1ccc(CNc2nc(-c3cccs3)nc3ccccc23)nc1,-1%,0.1%,-5%,-45%,1%,17%,7%,2%,22,4%,13%
O=C(CSc1nc(-c2ccccc2)c(-c2ccccc2)[nH]1)Nc1nccs1,.,-0.5%,-6%,-48%,-18%,-2%,?,-5%,15,-7%,-10%
CC(C)(C)[C@@H]1C=C(C(N)=O)O[C@H](OCc2ccc(CO)cc2)C1,-6%,-0.8%,-8%,-1%,-3%,14%,2%,-1%,0,9%,-4%
O=c1[nH]c2cc3c(cc2cc1C(c1nnnn1Cc1ccccc1)N1CCN2CCCC2C1)OCCO3 (stereo not drawn),1%,-0.9%,4%,-37%,4%,6%,247%[activator],0%,0,-1%,-22%
